From PubChem
CCR6 antagonist: CCR6 receptor antagonists, primary screen, cell-based, CHO-K1, luminescence, beta-arrestin, uHTS | inhibition, % at 20 µM | C-C chemokine receptor type 6 (Homo sapiens), P51684 | CHO-K1 CCR6 PathHunter beta-arrestin, CCL20-stimulated | 340,000 tested, 0.49% active | AID 493098, 2011;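 active means compounds whose inhibition of the agonist-driven luminescence signal at 20 µM reaches about 50%, limit read from the data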;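 further: cells stimulated with CCL20 at 14 nM final; plate controls were DMSO with CCL20 for no effect and DMSO without agonist for full effect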
Target sequence (P51684 whole entry, looked up): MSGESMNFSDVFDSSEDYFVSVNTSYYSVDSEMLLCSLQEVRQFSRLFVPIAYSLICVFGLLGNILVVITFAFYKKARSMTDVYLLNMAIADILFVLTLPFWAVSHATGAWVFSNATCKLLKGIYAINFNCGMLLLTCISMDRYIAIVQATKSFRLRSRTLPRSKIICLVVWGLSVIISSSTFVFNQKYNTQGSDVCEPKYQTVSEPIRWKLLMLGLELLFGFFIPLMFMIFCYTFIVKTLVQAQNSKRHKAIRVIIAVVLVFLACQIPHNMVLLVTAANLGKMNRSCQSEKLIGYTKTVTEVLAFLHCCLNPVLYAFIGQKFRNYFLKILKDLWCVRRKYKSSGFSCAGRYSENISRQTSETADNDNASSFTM
UPR XBP1 act: activators of adaptive XBP1 UPR arm, primary screen, cell-based, CHO-XBP1 luciferase reporter, luminescence, uHTS | AID 463104, 2010 | activation, % at 20 µM | IRE1-XBP1 UPR activation; percent of tunicamycin response, DMSO as zero | 330,000 tested, 0.33% active;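 active means versus positive control, 20 µM dose yields 30% or more activation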;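 further: 100% = tunicamycin at 10 µg/mL and 0% = DMSO only wells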
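assay system = CHO-XBP1 luciferase reporter cells | amount = 1000 cells/well | buffer or medium = F12 plus 10% FBS | compound dosing = single point, 20 µM final compound, 1% DMSO | incubation = 16-18 h cell attachment at 37 °C, then 6 h compound exposure | detection = Steady-Glo luminescence read | controls = tunicamycin 10 µg/mL and vehicle-only wells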
Mdm2 MdmX PPI: inhibitors of human Mdm2-MdmX association, primary screen, cell-based, luminescence, split luciferase, SaOS-2, uHTS. 330,000 tested, 3% active. Protein Mdm4 (Homo sapiens) + E3 ubiquitin-protein ligase Mdm2 (Homo sapiens), …. SaOS-2 split-luciferase Mdm2/MdmX complementation. AID 485346, 2010. inhibition, % at 8 µM;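 active means inhibition of at least 50% at 8 µM in the primary screen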
CHOP UPR activ: activators of apoptotic CHOP UPR arm, primary screen, cell-based, CHO-CHOP luciferase reporter, luminescence, uHTS; UPR activation; percent of tunicamycin response over DMSO baseline; activation, % at 10 µM; 330,000 tested, 0.34% active;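 active means at 10 µM dose, activation of 40% or more, normalized to positive control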;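 further: 100% = tunicamycin at 10 µg/mL and 0% = DMSO alone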
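Assay system: CHO cells with stable CHOP pathway luciferase reporter; Buffer or medium: F12 plus 10% serum; Times: 16-18 h cell attachment, then 6 h compound exposure, 37 °C; Signal: luciferase luminescence; Read-out basis: percent activation relative to tunicamycin control; Control set: tunicamycin high control, DMSO low control.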
EBI2 antag: EBI2 receptor antagonists, beta-arrestin recruitment, primary screen, cell-based, luminescence, 7a,25-OHC stimulation, uHTS; 360,000 tested, 0.81% active; inhibition, % at 5 µM; AID 651636, 2012; G-protein coupled receptor 183 (Homo sapiens), P32249; 7a,25-OHC stimulated; in the data active means inhibition above about 38%;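 further: enzyme fragment complementation signal reports receptor beta-arrestin coupling in cells; 0% = agonist plus DMSO wells and 100% = wells without agonist; some results beyond the cut were filed as inactive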
Target sequence (P32249 whole entry, looked up, the tested form may be a part): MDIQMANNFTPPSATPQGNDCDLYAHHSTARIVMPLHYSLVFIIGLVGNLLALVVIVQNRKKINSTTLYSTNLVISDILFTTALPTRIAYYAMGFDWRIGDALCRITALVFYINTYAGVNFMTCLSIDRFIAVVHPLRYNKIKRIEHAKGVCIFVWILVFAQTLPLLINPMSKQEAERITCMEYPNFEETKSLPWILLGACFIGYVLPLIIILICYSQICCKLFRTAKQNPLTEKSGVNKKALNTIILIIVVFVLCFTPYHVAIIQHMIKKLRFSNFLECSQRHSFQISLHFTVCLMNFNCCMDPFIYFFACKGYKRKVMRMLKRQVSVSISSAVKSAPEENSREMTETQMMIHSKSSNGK
697 NFkB inh: inhibitors of PMA/ionomycin-induced NF-kB reporter, 697 cells, primary screen, B-cell NF-kB inhibitor project, cell-based, luminescence, uHTS. AID 435022, 2010. 697 B-cell NF-kB luciferase reporter, 16 h. inhibition, % at 4 µM. 330,000 tested, 0.33% active; in the data active means inhibition above about 35%
CXCR6 inh: CXCR6 receptor inhibitors, primary screen, cell-based, beta-arrestin, luminescence, CHO-K1 PathHunter, 1536-well; 360,000 tested, 0.36% active; inhibition, % at 20 µM; C-X-C chemokine receptor type 6 (Homo sapiens), O00574; in the data active means inhibition above about 34%, passing the limit was not always enough;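 further: antagonist mode with CXCL16 agonist at 10 nM final; 0% = 10 nM CXCL16 with DMSO and 100% = unstimulated wells without agonist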
Target sequence (O00574 whole entry, looked up): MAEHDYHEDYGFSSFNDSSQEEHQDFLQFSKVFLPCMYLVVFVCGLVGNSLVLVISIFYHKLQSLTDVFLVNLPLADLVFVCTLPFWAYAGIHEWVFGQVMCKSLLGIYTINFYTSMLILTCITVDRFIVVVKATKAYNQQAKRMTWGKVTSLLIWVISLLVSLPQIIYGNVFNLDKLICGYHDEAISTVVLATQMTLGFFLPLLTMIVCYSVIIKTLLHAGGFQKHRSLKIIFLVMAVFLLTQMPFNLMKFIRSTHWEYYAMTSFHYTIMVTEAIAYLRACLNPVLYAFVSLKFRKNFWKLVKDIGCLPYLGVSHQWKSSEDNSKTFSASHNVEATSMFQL
Gli-Sufu block: Gli-Sufu pathway antagonists, primary screen, luciferase luminescence, Sufu-KO-LIGHT cells, uHTS. AID 588413, 2011. inhibition, % at 5 µM. Sufu-KO-LIGHT fibroblasts, Gli luciferase reporter luminescence. 340,000 tested, 0.74% active;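 active means inhibition above about 55%, limit read from the data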;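 further: 0% = DMSO-treated cells and 100% = wells with medium but no cells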
Jurkat NFkB inh: inhibitors of induced NF-kB luciferase reporter, primary screen, TCR NF-kB activation inhibitor project, cell-based, luminescence, uHTS | inhibition, % at 4 µM | AID 435003, 2010 | Jurkat, PMA/ionomycin-induced NF-kB luciferase reporter | 330,000 tested, 0.53% active; in the data active means inhibition above about 50%
Numbers without * were called inactive; . = not tested or not shown. Not a hit list; any-hit rate near 5%.

SMILES	CCR6 antagonist	UPR XBP1 act	Mdm2 MdmX PPI	CHOP UPR activ	EBI2 antag	697 NFkB inh	CXCR6 inh	Gli-Sufu block	Jurkat NFkB inh
CC(C)OCCCNC(=S)Nc1ccc2nc3n(c(=O)c2c1)CCCCC3	4	-2	20	-0.7	-23	-8	-6	20	-3
CCOC(=O)c1cnc2c(Cl)cc(Cl)cc2c1NCCOCCO	-3	-2	4	0.9	5	9	-8	-2	7
O=C(NCC(=O)N(c1ccc(Cl)cc1)C(C(=O)NC1CCCC1)c1ccncc1)c1ccco1 (stereo not drawn)	19	1	16	2.2	-4	13	-10	-6	4
CN(C)S(=O)(=O)c1ccc(C(=O)Nc2ccccc2OC(F)(F)C(F)F)cc1	-8	-2	16	-2.3	-1	7	6	-4	4
NCCOc1ccccc1OCCN	8	-1	19	-0.8	-4	-4	2	36	0
COc1cc(C2C(C#N)=C(N)N(N(C)C)C3=C2C(=O)CC(C)(C)C3)cc(OC)c1OC (stereo not drawn)	0	-2	13	-0.3	-1	3	-2	-24	-1
COC(=O)c1cn(C(=O)c2ccc(C)c(C)c2)c2ccccc12	16	1	4	0.9	-6	-3	3	-5	19
O=C(NCCCc1ccccc1)C(=O)NCC1OCCN1S(=O)(=O)c1ccc(F)cc1 (stereo not drawn)	15	-5	35	1.5	-7	3	-7	7	-6
COC(=O)C(Cc1ccccc1)NC(=O)c1cc(=O)[nH]c2ccccc12 (stereo not drawn)	11	0	3	-2.8	-2	5	1	-2	2
CCOC(=O)C1CCN(C(=O)c2cccc(S(=O)(=O)N3c4ccccc4CC3C)c2)CC1 (stereo not drawn)	1	0	2	0.4	8	8	11	4	24
O=C(Cc1ccc(S(=O)(=O)N2CCOCC2)s1)N1CCN(S(=O)(=O)c2ccccc2F)CC1	4	.	.	.	-2	.	-10	1	.
COc1cc(C2NC(=O)CCC2[N+](=O)[O-])cc(OC)c1OC (stereo not drawn)	1	-3	-4	-1.9	-4	1	6	-6	-11
CC1(C)CC(=O)C(CC2=C(O)CC(C)(C)CC2=O)=C(O)C1	4	0	-3	0.0	-3	15	2	1	4
N#Cc1c(C(F)(F)F)cc(-c2ccc(Cl)c(Cl)c2)nc1SCCN1CCOCC1	8	-2	31	-0.4	32	10	0	21	5
Cc1cc(C)c2c(n1)nn1c(C)c(CCC(=O)NCc3ccco3)c(C)nc21	3	-2	0	-1.6	-6	-13	-5	20	8
CN(C)/C=C(\C(=O)c1ccc(Cl)cc1)c1nnnn1-c1ccc(Cl)cc1	2	0	2	-1.2	-11	-1	2	-5	-8
Cc1cc(O)cc2c1O[C@@](C)(CCC[C@@H](C)CCC[C@@H](C)CCCC(C)C)CC2	3	-6	4	-3.0	-1	13	-14	-1	-11
O=C(c1cc(S(=O)(=O)N2CCCCC2)ccc1F)N1CCCCC1	-21	0	-17	-2.3	-19	0	-7	1	0
CCCn1c(=N)n(CC(O)c2ccco2)c2ccccc21 (stereo not drawn)	-5	4	14	-2.0	-18	-8	-1	-1	-3
CCN(CC(N)=O)S(=O)(=O)c1ccc(F)cc1	4	-3	13	-0.2	2	42*	-2	-5	-1
COc1ccc(C(c2nnnn2C2CCCC2)N2CCN(c3ccccc3)CC2)cc1 (stereo not drawn)	10	-2	-14	-1.0	2	0	11	11	14
COc1cc(/C=N/NC(=O)c2cccc(S(=O)(=O)N3CCCC3)c2)ccc1O	4	-2	15	0.0	-4	10	7	-1	-1
Cc1cccc(N2CCN(C(=O)CC(NC(=O)c3ccccc3Cl)c3ccccc3)CC2)c1C (stereo not drawn)	17	-3	6	1.2	10	9	1	18	-1
COc1ccccc1N1CC(C(=O)Nc2ccc(S(=O)(=O)N3CCCC3)cc2)CC1=O (stereo not drawn)	-3	0	24	-0.7	-8	23	-2	4	4
CC1=C(C(=O)OCc2ccccc2)C(c2cccc(Br)c2)NC(=O)N1 (stereo not drawn)	3	-4	-3	-0.5	5	-17	4	8	9

Further records:
SMILES	CCR6 antagonist	UPR XBP1 act	Mdm2 MdmX PPI	CHOP UPR activ	EBI2 antag	697 NFkB inh	CXCR6 inh	Gli-Sufu block	Jurkat NFkB inh
Cc1csc(N(C)C(=O)CSc2nnc(COc3cccc4ccccc34)o2)n1	-7	0	15	-2.5	-4	-7	-2	8	19
Cc1c(C(=S)NC(=O)C2CC2)c(=O)n(-c2ccccc2)n1C	-4	-1	28	-0.6	4	16	0	-15	3
Cc1ccc(NS(=O)(=O)c2cccc(C(=O)NCC(c3cccs3)N3CCOCC3)c2)cc1 (stereo not drawn)	5	-3	1	-0.1	4	-12	-3	1	-13
O=C(Nc1ccsc1C(=O)O)c1ccccc1Cl	4	-6	-7	0.4	-3	3	4	4	-5
Cc1ccc(C(=O)O)c(NC=O)c1OCc1ccccc1	3	.	.	.	1	.	4	-5	.
CC1(OC(=O)C2CCCC2)C(=O)C=C2C=C(c3ccsc3)N(Cc3ccccc3)C=C2C1=O (stereo not drawn)	5	0	3	-1.3	-16	8	-21	4	5
NC(=O)c1ccc(NC(=O)CCC(=O)c2cccs2)cc1	0	-1	-2	-0.2	-4	-2	-2	-15	1
NC(=O)c1nnn(-c2ccc([N+](=O)[O-])cc2)c1-c1ccccc1	-5	-1	0	1.4	-12	14	-2	3	11
COC(=O)c1sc2nc3c(cc2c1N)C(=O)CC(C)(C)C3	1	2	-11	3.1	-3	-4	-3	-15	-25
CCSC(=O)CCCCCCCCCCCO	10	0	-1	2.8	0	14	-11	-5	13
CCn1c(SCC(=O)Nc2ccc(OC)cc2)nc2c1c(=O)n(C)c(=O)n2C	17	5	6	0.2	-10	-15	8	8	-11
N#CC(=NCc1cccnc1)C1=C(O)c2ccccc2C1=O	16	1	23	-0.3	-10	-13	1	0	6
Cc1ccc(NC(=O)C2CCN(c3cnccn3)CC2)cc1C	0	-5	3	-0.7	9	19	8	-2	-5
COc1ccccc1CNC(=O)C/C(C)=N/NC(=O)COc1ccc(C)cc1Br	-2	0	28	-0.7	-6	10	1	-23	3
COc1ccc(Nc2nc(N3CCN(C)CC3)nc3ccccc23)c(OC)c1	26	-3	0	-0.5	3	-5	9	17	-14
COc1cc(NS(C)(=O)=O)cc(OC)c1OC	15	-2	6	-2.3	-1	11	-2	-6	2
Cc1ccc(C(=O)NCC(=O)N2CCCN(C)CC2)cc1C	-3	0	8	0.5	2	-11	-1	-11	8
CCOC(=O)N1CCC(c2cc(=O)n3[nH]c(C)c(-c4ccc(F)cc4)c3n2)CC1	2	0	49	-1.5	-13	7	4	.	2
COc1ccc(S(=O)(=O)N2CCCCC2)cc1NC(=O)c1ccccc1	3	0	15	0.8	-17	3	6	5	-16
CC(Nc1nc2ccccc2n2cnnc12)c1ccccc1 (stereo not drawn)	9	1	9	1.4	14	-12	1	-20	-4
O=C(c1ccc(Cl)c([N+](=O)[O-])c1)N(Cc1ccco1)C1CCS(=O)(=O)C1 (stereo not drawn)	-1	1	13	1.7	5	-11	3	-6	2
Cc1cc(C(F)(F)F)nc(Nc2nc(C)c3ccccc3n2)n1	-5	-3	1	-2.4	-13	-13	-1	8	12
CCOc1ccccc1-n1c(COc2ccccc2)nnc1SCC(N)=O	-8	0	13	0.0	-8	21	3	9	14
COc1cc(OC)c(N(C)S(=O)(=O)c2cccc(C(=O)OCC(=O)N(C)Cc3ccccc3)c2)cc1Cl	4	.	.	.	13	.	8	11	.
CCc1ccc(NC(=O)C2=CC(c3ccc(OC)cc3)=NS(=O)(=O)N2C)cc1	4	3	12	0.8	-4	5	10	-5	12

Shown as a hit in 697 NFkB inh (from the list above):
SMILES	CCR6 antagonist	UPR XBP1 act	Mdm2 MdmX PPI	EBI2 antag	697 NFkB inh	CXCR6 inh	Jurkat NFkB inh
CCN(CC(N)=O)S(=O)(=O)c1ccc(F)cc1	4	-3	13	2	42*	-2	-1

(listing goes on)
SMILES	CCR6 antagonist	UPR XBP1 act	Mdm2 MdmX PPI	CHOP UPR activ	EBI2 antag	697 NFkB inh	CXCR6 inh	Gli-Sufu block	Jurkat NFkB inh
COC(=O)c1ccc2c(CCO)c[nH]c2c1	10	0	20	3.5	-2	-10	-4	-18	-14
Cc1nc2scc(C)n2c(=O)c1S(=O)(=O)NCCc1ccc(Cl)cc1	12	3	13	2.1	-6	-10	5	-32	7
Cc1ccccc1NS(=O)(=O)c1ccc(NC(=O)c2nc3ncccn3n2)cc1	-1	-1	14	-1.0	7	3	0	-3	2
CCCCOC(=O)c1ccc(NC(=O)C(=O)NCCN(C)C)cc1	-4	1	6	1.2	-12	-27	0	-5	2
O=C(c1ccoc1)N1CCC2(CC1)Oc1ccc(F)cc1C(=O)C21CC(c2ccccc2)=NO1 (stereo not drawn)	19	-1	20	-1.0	12	24	4	1	-5
O=[N+]([O-])c1ccc(C(O)C(CO)NC(=S)Nc2ccccc2)cc1 (stereo not drawn)	12	-3	-2	1.0	2	11	14	0	-6
Cc1ccc(CNC(=O)C2CCCN(S(C)(=O)=O)C2)cc1 (stereo not drawn)	11	-3	17	-1.8	-5	6	4	-10	-9
CC1=C(C(=O)OC(C)C)C(c2coc3ccccc3c2=O)C2=C(CCCC2=O)N1 (stereo not drawn)	14	0	2	1.2	0	-6	7	8	-7
COc1ccc(C2Nc3ccccc3C(=O)N2c2ccccc2)cc1CN1CCOCC1 (stereo not drawn)	5	0	3	-0.5	5	-22	-9	4	-25
Cc1cccc(-c2cc3nc(C)c(C)c(NCCCn4ccnc4)n3n2)c1	3	3	9	2.8	20	-2	2	-28	-16
CCOc1cc2c(cc1OCC)C(C(=O)O)C(c1cc(OC)c(OC)c(OC)c1)N(C)C2=O (stereo not drawn)	-1	-3	6	1.5	-3	3	-1	6	1
O=C(Nc1cccnc1)c1cc(-c2ccccc2O)on1	-13	5	-8	3.5	4	7	2	-15	-1
O/N=C/c1ccc(OCc2ccccc2)c(Br)c1	5	.	.	.	-14	.	7	-42	.
O=C(CSc1ncnc2c1cnn2-c1ccccc1)NC1CCS(=O)(=O)C1 (stereo not drawn)	3	-1	14	-0.7	-10	7	4	-1	-4
S=C(NCCN1CCOCC1)N/N=C/c1cccs1	4	12	-18	11	6	-3	0	13	10
CCOc1c(Br)cc(/C=C2\N=C(C)OC2=O)cc1Br	7	-1	12	3.3	-5	2	-1	0	7

Already shown: an excerpt of the list.
SMILES	CCR6 antagonist	UPR XBP1 act	Mdm2 MdmX PPI	CHOP UPR activ	EBI2 antag	697 NFkB inh	CXCR6 inh	Gli-Sufu block	Jurkat NFkB inh
CCCn1c(=N)n(CC(O)c2ccco2)c2ccccc21 (stereo not drawn)	-5	4	14	-2.0	-18	-8	-1	-1	-3
CCN(CC(N)=O)S(=O)(=O)c1ccc(F)cc1	4	-3	13	-0.2	2	42*	-2	-5	-1
COc1ccc(C(c2nnnn2C2CCCC2)N2CCN(c3ccccc3)CC2)cc1 (stereo not drawn)	10	-2	-14	-1.0	2	0	11	11	14
